influenza NS1A: H1N1 influenza NS1A inhibitors, functional cell based assay (AID 504329) | one-dose inhibition, % at 12.5 µM; IC50 in µM for titrated hits | NS1A functional cell-based assay, percent inhibition; higher % means a stronger effect | hit rate 0.3% among 340,000; in the data active = a potency from the dose series; inconclusive = inhibition above about 27% without an active follow-up result; also: strong numbers were not always called active
VEEV TC-83 Vero: inhibitors of VEEV TC-83 cytopathic effect, confirmation, Vero cells (AID 588727). Vero cells, VEEV TC-83 cytopathic effect inhibition; higher % means a stronger effect. one-dose inhibition, % at 20 µM; IC50 in µM for titrated hits. hit rate 0.13% among 350,000; in the data active = a potency from the dose series; inconclusive = inhibition mostly from about 14% at the one dose, without a potency; inactive = the rest, 99 in 100 with inhibition below about 12%; also: strong numbers were not always called active
PhoP GFP inhibition: PhoP regulon inhibitors, Salmonella typhi PhoP promoter GFP reporter, confirmatory (AID 1850). hit rate 0.33% among 310,000. inhibition, % at 50 µM, or IC50 in µM where a hit was titrated. Salmonella Typhi PhoP-promoter GFP reporter, fluorescence, 4 h; higher % means a stronger effect; in the data active = a potency from the dose series; inconclusive = inhibition mostly from about 25% at the one dose, without a potency; inactive = the rest, 99 in 100 with inhibition below about 19%;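 also: 0% = induced wells with vehicle and 100% = uninduced wells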
H37Rv inhibition: M. tuberculosis growth inhibition, HTS (AID 449762); M. tuberculosis H37Rv growth inhibition, 7H9 media; higher % means a stronger effect; one-dose inhibition, % at 25 µM; IC50 in µM for titrated hits; hit rate 0.59% among 330,000; in the data active = a potency from the dose series; inconclusive = inhibition above about 70% without an active follow-up result;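 also: bacterial growth assessed after seven days of incubation; strong numbers were not always called active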
tuberculosis growth: growth inhibition of non-replicating M. tuberculosis (AID 488890) | Mycobacterium tuberculosis non-replicating, growth inhibition; higher % means a stronger effect | inhibition, % at 25 µM; hits with a dose series show IC50 in µM | hit rate 0.39% among 320,000; in the data active = a potency from the dose series; inconclusive = inhibition mostly from about 82% at the one dose, without a potency; inactive = the rest, 99 in 100 with inhibition below about 76%;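 also: plate controls were DMSO cells for no effect and high antibiotic wells for full effect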
VEEV TC-83 Vero 10K pilot screen: recorded beside VEEV TC-83 Vero, whose call it bears; inhibition, %; measured here: 10K pilot screen inhibition
* = called active by the depositor; i = inactive; ? = inconclusive; . = no result given. This is a random part of the collection, and some 1.5% of all compounds hit somewhere here.

SMILES	influenza NS1A	VEEV TC-83 Vero	PhoP GFP inhibition	H37Rv inhibition	tuberculosis growth	others
C=CCOC(=O)C1=C(C)N=C2SCCC(=O)N2C1/C=C/c1ccccc1 (centres undefined)	6.0%	1.6%	-1.2%	6.0%	1.1%
O=C(NCCCN1CCOCC1)c1cc2c(s1)CCC2	0.4%	i	-6.0%	-3.3%	-2.6%
Cc1ccc(NC(=O)C2CCCN(S(=O)(=O)c3cccnc3)C2)c(C)c1 (centres undefined)	-9.2%	1.4%	-5.8%	12.8%	6.5%
Cc1ccc(/C=C/C(=O)Nc2ccc([N+](=O)[O-])cc2)o1	1.0%	0.7%	7.3%	2.9%	38.0%
O=C(CSCc1ccc(Br)cc1)Nc1ccc(S(=O)(=O)N2CCOCC2)cc1	2.6%	i	1.0%	-11.0%	38.3%
CCOCCCNCC(=O)NC1(C)C2CCC(C2)C1(C)C (centres undefined)	-5.5%	3.6%	8.2%	-2.9%	-2.0%
Cc1ccc2c(c1)-n1c(nc3ccccc3c1=O)C(CC(C)C)NC2=O (centres undefined)	.	.	.	5.7%	1.4%
O=C(Nc1cc(C(F)(F)F)ccc1N1CCOCC1)c1ccc2ccccc2n1	-3.8%	3.1%	-5.5%	-0.2%	18.4%
COc1ccc(NC(=O)CC2C(=O)NCCN2C(=O)Nc2ccc(C(F)(F)F)cc2)cc1 (centres undefined)	-4.7%	2.5%	-1.7%	3.0%	-10.9%
Cc1ccccc1CN(c1ccc(C(=O)NCc2ccccn2)cc1)S(C)(=O)=O	-8.3%	1.4%	6.9%	-1.3%	-12.7%
Cc1nn(C)cc1/C=N/NC(=O)Cn1cncn1	.	0.4%	8.3%	2.5%	-7.5%
Cc1cc(C)cc(NC(=O)C[n+]2ccccc2)c1	2.0%	1.1%	0.3%	2.2%	-3.3%
O=C(OCCN=C1NS(=O)(=O)c2ccccc21)c1cccs1	-17.4%	1.4%	6.4%	0.0%	-10.3%
COc1cccc(-c2sc3ccc(OC)cc3c2-c2ccc(OCCN3CCCCC3)cc2)c1	13.2%	i	.	.	.
Cc1ccc(N(CC(=O)NC(C)C)C(=O)CCC(=O)Nc2nccs2)cc1C	-23.6%	2.8%	-6.1%	1.8%	1.6%
COc1cccc(C(=O)c2sc(NC(C)C)nc2N)c1	4.1%	7.8%	-14.9%	9.4%	11.5%
O=C(Nc1ccc(F)cc1)c1nn(-c2ccccc2)c(=O)cc1Cl	-2.0%	?	.	.	.
Cc1ccc(C(=O)OCCOc2cccc(Cl)c2)cc1S(=O)(=O)N1CCOCC1	4.8%	7.6%	-9.0%	-4.1%	-5.0%
CN(c1ccccc1)S(=O)(=O)c1ccc(C(=O)N2CCCC(C(F)(F)F)C2)cc1 (centres undefined)	3.0%	1.0%	8.9%	0.2%	16.9%
CC(C)=C1SC(N2CCOCC2)=NC1=O	9.0%	1.4%	-2.2%	-4.8%	-5.8%
CCOC(=O)C1CCN(CCC(=O)Nc2ccc(Cl)cc2)CC1	7.0%	1.5%	3.8%	-7.1%	13.3%
O=C(/C=C/c1ccccc1[N+](=O)[O-])N1CCc2ccccc2C1	1.0%	2.6%	0.5%	-9.6%	24.1%
COCCN1C(=O)N(c2cccc(C)c2)C(=O)C1CC(=O)Nc1ccc(F)cc1 (centres undefined)	3.8%	1.0%	16.8%	-8.4%	-14.9%
CCOc1ccccc1/C=N/Nc1ccnc(=O)[nH]1	-9.8%	0.8%	-5.0%	2.3%	11.1%
Cc1ccc2c(C)c(C(=O)N(C)C(C)c3ccon3)oc2c1C (centres undefined)	-7.5%	i	-11.3%	8.9%	11.2%
Cc1cccc(/C=N/NC(=O)Cc2ccc(Cl)cc2)c1O	-0.3%	6.7%	7.2%	-5.8%	?
CCCN1CC23C=CC(O2)C(C(=O)O)C3C1=O (centres undefined)	-1.9%	i	-9.8%	-5.1%	-7.5%
COc1ccc(-c2cc(C(=O)NCCCn3ccnc3)no2)cc1	-2.7%	0.3%	-0.1%	-1.3%	16.7%
Cn1c(NC(=O)Cc2ccc(F)cc2)cc(=O)n(C)c1=O	1.4%	1.9%	-9.4%	-4.2%	2.0%
COCCn1c(SCC(=O)N2CCCc3ccccc32)nnc1-c1ccco1	23.5%	3.4%	-3.1%	-5.5%	10.3%
CCS(=O)(=O)Nc1cc(C(=O)O)ccc1C	-16.2%	3.4%	11.7%	-1.7%	20.9%
CCCc1cc(=O)[nH]c(SCc2ccc(C#N)cc2)n1	-4.3%	1.6%	-5.5%	-5.8%	11.1%
Cc1nc(N2CCC(C)CC2)c2c(C)c(C(=O)Nc3ccc(C)c(F)c3)sc2n1	-10.8%	1.6%	0.1%	7.2%	-16.1%	VEEV TC-83 Vero 10K pilot screen=1.7
CCOc1ccc(Cc2onc3c2C(=O)CC(C)(C)C3)cc1OCC	-1.4%	3.7%	8.2%	9.8%	6.4%
CO[C@H]1C=CO[C@@]2(C)Oc3c(C)c(O)c4c(O)c(c5c(c4c3C2=O)NC2(CCN(CC(C)C)CC2)N=5)=NC(=O)C(C)=CC=C[C@H](C)[C@H](O)[C@@H](C)[C@@H](O)[C@@H](C)[C@H](OC(C)=O)[C@@H]1C	.	.	1.53µM*	?	?
COc1ccc(NC(=O)NCc2ccc3c(c2)OCO3)cc1OC	-1.8%	2.1%	-2.7%	-0.4%	-12.9%
CCOC(=O)c1c(C)nc2sc3c(=O)[nH]cnc3c2c1-c1ccc(OC)cc1	1.2%	1.2%	-0.6%	6.6%	-16.0%
O=C(C1CCN(S(=O)(=O)c2ccccc2)CC1)N1CCCCC1	-9.2%	1.6%	-8.2%	0.1%	-15.1%
CC(C)(C)NC(=O)C(c1ccc(O)cc1)N(C(=O)CCC(=O)Nc1nccs1)c1ccccc1F (centres undefined)	4.9%	10.8%	5.5%	-8.0%	19.3%
O=C(Cc1coc2cc3c(cc12)CCC3)OCc1cc(=O)n2c(n1)sc1ccccc12	2.2%	1.6%	-9.2%	-2.7%	29.3%

Sorted by length of the SMILES (lowest first): some entries from above.
SMILES	influenza NS1A	VEEV TC-83 Vero	PhoP GFP inhibition	H37Rv inhibition	tuberculosis growth	others
CCS(=O)(=O)Nc1cc(C(=O)O)ccc1C	-16.2%	3.4%	11.7%	-1.7%	20.9%
CCOc1ccccc1/C=N/Nc1ccnc(=O)[nH]1	-9.8%	0.8%	-5.0%	2.3%	11.1%
CCCc1cc(=O)[nH]c(SCc2ccc(C#N)cc2)n1	-4.3%	1.6%	-5.5%	-5.8%	11.1%
COc1ccc(NC(=O)NCc2ccc3c(c2)OCO3)cc1OC	-1.8%	2.1%	-2.7%	-0.4%	-12.9%
CCOC(=O)C1CCN(CCC(=O)Nc2ccc(Cl)cc2)CC1	7.0%	1.5%	3.8%	-7.1%	13.3%
Cc1ccc2c(C)c(C(=O)N(C)C(C)c3ccon3)oc2c1C (centres undefined)	-7.5%	i	-11.3%	8.9%	11.2%

Continuation.
SMILES	influenza NS1A	VEEV TC-83 Vero	PhoP GFP inhibition	H37Rv inhibition	tuberculosis growth	others
COc1ccc(-c2cc(-n3c(C(F)(F)F)nc4ccccc43)n(CCC#N)n2)cc1	-4.5%	5.5%	3.0%	5.2%	14.6%
CC(C)CCN1CC(=O)N2[C@@H](Cc3c([nH]c4ccccc34)C2(C)C)C1=O	-5.0%	1.2%	4.4%	1.7%	-10.6%
O=S(=O)(c1ccccc1)c1cnc(-c2cccnc2)nc1-c1ccc(Cl)cc1Cl	-9.7%	i	9.9%	-4.0%	-1.2%
CCN(CC(=O)NCc1ccc(Cl)cc1)C(=O)c1cc(S(=O)(=O)NCc2ccccc2)ccc1C	6.2%	3.2%	-4.8%	-0.5%	37.1%
O=[N+]([O-])c1cc(S(=O)(=O)c2ccc(O)c([N+](=O)[O-])c2)ccc1O	-1.4%	0.9%	0.0%	-0.6%	31.7%
O=C(Nc1ccc(F)cc1F)c1ccccc1-c1ccccc1	12.9%	i	6.4%	52.4%	42.4%
CCCC(C(=O)NCCC(C)C)N(Cc1ccccc1Cl)C(=O)c1snc(C(N)=O)c1N (centres undefined)	-3.5%	1.4%	11.3%	8.9%	2.9%
CC(C)CNC(=S)NC1CC2CCCC(C1)N2C1CCCCC1 (centres undefined)	-2.8%	i	4.4%	-7.1%	6.2%
Cc1ccc(S(=O)(=O)N2CCOCC2)cc1C(=O)OCC(=O)NCc1ccc2c(c1)OCO2	-10.8%	i	.	3.3%	14.0%
Clc1ccccc1N1CCN(c2ncnc3nc[nH]c23)CC1	0.5%	4.2%	-7.4%	1.0%	12.1%
Cc1ccc(NC(=O)OCC(F)(F)C(F)F)cc1NC(=O)OCC(F)(F)C(F)F	2.5%	i	.	3.9%	33.7%
CCOc1ccccc1NC(=O)C(OC(=O)c1ccccc1NS(=O)(=O)c1cccs1)c1ccccc1 (centres undefined)	-16.9%	7.6%	-1.1%	13.1%	14.2%
O=C(c1cccs1)C1CCCN(Cc2nc(Cc3ccccc3F)no2)C1 (centres undefined)	5.0%	0.4%	-3.6%	0.5%	62.2%
C=CC[C@H](CC(=O)N(CCO)Cc1ccccc1)C(=O)N[C@@H](COC(=O)[C@H](CC=C)CC(=O)OC(C)(C)C)Cc1c[nH]c2ccccc12	7.9%	2.5%	.	1.3%	39.5%
CCN(CC)C(=O)CNc1ccc(C(F)(F)F)cc1[N+](=O)[O-]	-1.6%	1.1%	0.8%	-4.8%	11.9%
CC1(C)CN(c2cccc(-c3ccnc4ncnn34)c2)C1=O	-2.3%	0.4%	7.4%	0.3%	8.3%
CCCCn1c(SCC(=O)N2CCOCC2)nnc1-c1cccs1	10.9%	4.0%	-4.4%	-7.4%	-7.0%
COCCCn1c(=O)/c(=C\c2ccccc2OC(F)F)s/c1=C(/C#N)C(=O)N1CCOCC1	15.4%	10.0%	7.1%	1.5%	-2.8%
Nc1ccc(C(=O)OCc2nc3c(ccc4ccccc43)[nH]2)cc1	-3.5%	3.1%	0.8%	16.5%	17.0%	VEEV TC-83 Vero 10K pilot screen=26.3
O=C(Nc1nnc(-c2ccccc2F)s1)c1ccccc1F	-13.3%	1.1%	5.7%	4.6%	-10.8%

Already shown: entries from further up.
SMILES	influenza NS1A	VEEV TC-83 Vero	PhoP GFP inhibition	H37Rv inhibition	tuberculosis growth	others
Nc1ccc(C(=O)OCc2nc3c(ccc4ccccc43)[nH]2)cc1	-3.5%	3.1%	0.8%	16.5%	17.0%	VEEV TC-83 Vero 10K pilot screen=26.3
O=C(Nc1nnc(-c2ccccc2F)s1)c1ccccc1F	-13.3%	1.1%	5.7%	4.6%	-10.8%

(continued)
SMILES	influenza NS1A	VEEV TC-83 Vero	PhoP GFP inhibition	H37Rv inhibition	tuberculosis growth	others
COCCNC(=O)c1c(CS(=O)(=O)c2ccccc2)noc1C(=O)NCc1ccccc1	1.3%	0.4%	-3.7%	1.2%	-16.6%
COc1ccc2c(c1)C=C(CN1CCC(CO)(CCc3ccccc3)CC1)CO2	0.8%	0.2%	-5.7%	26.8%	14.3%
O=C(NCCCc1ccccc1)[C@@H]1Cc2ccccc2CN1	17.7%	2.2%	-8.0%	-5.3%	-1.0%
O=C(C1CCCN(S(=O)(=O)c2cccc3nsnc23)C1)N1CCC2(CC1)OCCO2 (centres undefined)	.	.	-17.5%	-5.8%	-3.6%
O=C(COc1nc2ccccc2nc1N1CCOCC1)Nc1cccc(S(=O)(=O)N2CCCCC2)c1	23.1%	0.5%	-8.0%	1.6%	-3.5%	VEEV TC-83 Vero 10K pilot screen=3.3
COc1ccc(NC(=O)c2cn(C)c(=O)c3cc(OC)c(OC)cc23)c(OC)c1	-20.4%	2.4%	-11.0%	1.0%	-11.2%
Cc1noc(C)c1CC(=O)N1CCCC(C(=O)c2ccc(C(C)(C)C)cc2)C1 (centres undefined)	13.2%	i	-6.2%	-10.6%	3.1%
CN1CCC(NC(=O)c2ccncc2)CC1	12.0%	0.1%	-4.0%	-0.8%	-11.2%
